mIAP block: mouse IAP inhibition. purified mouse IAP, CDP-Star luminescence, 30 min. inhibition, % at 10 µM. 0.2% of 330,000 active. AID 2806;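 active = inhibition of at least 40% at 10 µM in the primary screen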;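 also: plate controls were DMSO with enzyme for no effect and no enzyme wells for full effect; values of inactives mirror those of a sister screen read the other way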
A3G deaminase: inhibitors of human APOBEC3G DNA deaminase; Q9HC16; recombinant A3G, ssDNA deamination FAM/TAMRA fluorescence; inhibition, % at 20 µM; 0.28% of 330,000 active; AID 493012;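 active = inhibition of at least 40% at 20 µM, with no more than 30% in the related APOBEC3A deaminase screen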;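 also: plate controls were DMSO wells with A3G for no effect and wells lacking A3G enzyme for full effect; some compounds called inactive have numbers as strong as hits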
MIN6 prolif: induces beta-cell replication in MIN6 cells | MIN6 cells proliferation, ATPlite luminescence, 48 h; cells starved in 0.2% serum; 100% = growth in 10% serum | proliferation, % at 10 µM | 0.29% of 330,000 active | AID 2380;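 active = compounds whose signal lies at least 3.5 SD above the mean of all wells on their plate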;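 also: 0% = DMSO-treated cells in low-serum medium and 100% = 10% serum control; some compounds called inactive have numbers as strong as hits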
MPTP inh: permeability transition pore inhibition | isolated mouse mitochondria, Ca2+ swelling absorbance, 30 min | inhibition, % at 10 µM | 1.4% of 360,000 active | AID 602449;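 active = inhibition of 50% or more, scaled per plate between neutral and stimulator controls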;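 also: 0% = DMSO wells given calcium and 100% = 1 mM EGTA wells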
hIAP block: blocks human intestinal alkaline phosphatase; P09923; purified IAP, CDP-Star luminescence, 30 min; inhibition, % at 10 µM; 0.12% of 330,000 active; AID 2544;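 active = inhibition reaching a set limit with compound at 10 µM in the primary screen, cut at about 35% in these data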;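 also: plate controls were DMSO wells with enzyme for no effect and no-enzyme buffer wells for full effect; values of inactives mirror those of a sister screen read the other way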
Target sequence (P09923 whole entry, looked up): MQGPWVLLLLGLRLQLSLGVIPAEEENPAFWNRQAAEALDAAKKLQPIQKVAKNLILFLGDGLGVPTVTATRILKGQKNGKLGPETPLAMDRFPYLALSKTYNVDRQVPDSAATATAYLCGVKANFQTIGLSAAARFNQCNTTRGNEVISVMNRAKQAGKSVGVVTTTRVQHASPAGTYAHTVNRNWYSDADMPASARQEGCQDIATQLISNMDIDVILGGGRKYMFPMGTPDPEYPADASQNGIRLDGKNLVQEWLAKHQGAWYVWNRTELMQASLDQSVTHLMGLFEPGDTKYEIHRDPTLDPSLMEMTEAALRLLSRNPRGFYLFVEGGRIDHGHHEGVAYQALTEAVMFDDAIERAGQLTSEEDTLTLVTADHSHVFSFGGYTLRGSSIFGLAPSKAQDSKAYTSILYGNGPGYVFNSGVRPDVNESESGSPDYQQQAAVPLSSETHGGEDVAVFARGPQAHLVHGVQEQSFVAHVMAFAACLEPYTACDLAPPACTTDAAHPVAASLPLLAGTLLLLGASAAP
APOBEC3A inh: blocks human APOBEC3A ssDNA deamination | recombinant A3A, FAM/TAMRA ssDNA deamination fluorescence | AID 493011 | 0.41% of 330,000 active | P31941 | inhibition, % at 20 µM;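 active = at least 40% inhibition at 20 µM here, with at most 30% in a related deaminase screen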;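 also: plate controls were A3A with DMSO for no effect and wells lacking A3A enzyme for full effect; some results filed as inactive read as strong as hits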
Target sequence (P31941 whole entry, looked up): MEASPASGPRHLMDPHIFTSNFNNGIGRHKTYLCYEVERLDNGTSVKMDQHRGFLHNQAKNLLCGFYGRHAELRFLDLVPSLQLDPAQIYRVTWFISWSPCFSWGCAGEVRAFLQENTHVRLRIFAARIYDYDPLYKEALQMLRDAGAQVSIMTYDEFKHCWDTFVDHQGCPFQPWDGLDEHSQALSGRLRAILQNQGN
NR3A LBD binder: modulators (binders) of human NR3A ligand-binding domain | NR3A LBD differential scanning fluorimetry, Tm shift; 0% = protein alone, 100% = glycine-bound protein | AID 1259313 | 2.5% of 340,000 active | Tm shift relative to glycine control, % at 25 µM;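 active = melting temperature shift of at least 10% of the positive control shift, at one fixed dose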
hIAP activ: increases human intestinal alkaline phosphatase activity | P09923 | purified human IAP, CDP-Star luminescence, 30 min; active compounds read high; 1 = vehicle-only enzyme, 0 = enzyme-free background | activation factor at 10 µM | 0.16% of 330,000 active;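 active = activation factor of the enzyme at least 2-fold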; also: the source names both 10 and 20 µM as test concentration; values of inactives mirror those of a sister screen read the other way
mIAP activ: increases mouse intestinal alkaline phosphatase activity | muIAP, CDP-Star luminescence, 30 min; active compounds read high; 1 = vehicle-only enzyme signal, 0 = enzyme-free wells | activation factor at 10 µM | 0.24% of 330,000 active | AID 2805;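 active = activation factor of at least 2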; also: the source names both 10 and 20 µM as test concentration; values of inactives mirror those of a sister screen read the other way
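Assay system: mouse IAP enzyme / Compound: DMSO-dissolved test compounds / Timing: 30 min, room temperature / Measured by: luminescence from enzymatic CDP-Star hydrolysis / Control set: DMSO-only wells, enzyme-free buffer wells as negative control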
* marks the source's active call; other numbers are inactive results; . = no result given.

SMILES	mIAP block	A3G deaminase	MIN6 prolif	MPTP inh	hIAP block	APOBEC3A inh	NR3A LBD binder	hIAP activ	mIAP activ
CN(C)/C=N/c1[nH]ncc1C#N	4	-4	-1	-2.7	-1	-1	0	1	0.96
N=C1/C(=C\c2ccc(OC(=O)c3ccc(F)cc3)cc2)C(=O)N=C2SC(N3CCCC3)=NN12	27	-1	-3	1.1	21	0	-14	0.79	0.73
COc1ccc(OCc2cccc(C(=O)NN)c2)cc1	5	0	-1	-1.5	-2	0	0	1	0.95
CCOc1ccccc1C(=O)N(Cc1ccc(C)o1)C1CCS(=O)(=O)C1 (stereo unspecified)	8	-6	-2	-0.8	2	-5	-2	0.98	0.92
C=CCNc1sc(C(=O)c2ccccc2)c(N)c1C#N	3	-6	0	-2.5	-14	-5	-1	1.1	0.97
Cc1ccc(Nc2nc(C)c3c(n2)CC(C)CC3=O)c(C)c1 (stereo unspecified)	3	-4	0	1.1	19	-3	1	0.81	0.97
O=C(NC1CCCC1)C(c1cccs1)N(Cc1ccco1)C(=O)c1csnn1 (stereo unspecified)	1	-3	-1	0.1	5	0	0	0.95	0.99
COC/C=C/C1=CC2=CC(=O)C(C)(OC(=O)c3cnc4ccccc4n3)C(=O)C2=CN1C1CC1 (stereo unspecified)	-3	-6	0	0.5	0	-5	0	1	1
COc1cc(/C=N\NC(=O)CNC(=O)C(c2ccccc2)c2ccccc2)ccc1O	6	-8	-1	1.8	4	-1	0	0.96	0.94
COc1cc(OC)nc(NC(=O)NS(=O)(=O)c2ccc(F)cc2)n1	7	-4	1	0.1	0	-2	0	1	0.93
CCCCOCCOCCOCCCC	-15	-10	-5	-1.1	-1	-4	2	1	1.2
Cc1ccc2nc(NCCCNC(=O)c3cnccn3)c(C#N)cc2c1	-2	-11	0	-1.0	8	-3	-2	0.92	1
CC(C)C[C@@H]1CN=C(N)N1C[C@@H]1CCCN1C[C@H](C)N1C[C@@H](Cc2ccccc2)N(CCCC2CCCC2)C1=N	-17	-2	-2	0.0	-14	0	-1	1.1	1.2
O=C(CSc1nc2[nH]ncc2c(=O)n1-c1ccccc1)N1CCCCCC1	-4	-1	-1	.	-32	5	.	1.3	1
CC(=O)Nc1ccc(OCC(O)Cn2nc(C)c(Br)c2C)cc1 (stereo unspecified)	6	0	0	0.6	10	3	2	0.9	0.94
COC(=O)c1ccccc1NC(=O)CN1CCN(c2ccccn2)CC1	-2	11	3	-0.1	-12	3	-1	1.1	1
O=C(Nc1cc([N+](=O)[O-])ccc1Cl)c1ccc2c(c1)OCO2	12	-10	-1	0.8	5	6	-2	0.95	0.88
CC(=O)Nc1ccc(NC(=O)c2nc(S(=O)(=O)Cc3ccccc3)ncc2Cl)cc1	1	-3	-7	-2.6	-23	-3	3	1.2	0.99
O=C(Nc1nc(-c2ccc(F)cc2)cs1)C1CCN(C(=O)c2ccc(F)cc2)CC1	-7	-10	-7	64*	-15	9	-7	1.2	1.1
O=C(Nc1ccnc(-c2cccnc2)n1)c1cccs1	-6	-12	-3	-2.6	-5	-4	-2	1.1	1.1
CCOC(=O)N1CCN(C(=O)c2ccc(C)c(S(=O)(=O)N3CCCCC3)c2)CC1	-1	7	-1	1.2	-47	2	-1	1.5	1
Cc1ccc(S(=O)(=O)N2CCC(C(=O)Nc3nnc(C4CCCC4)s3)CC2)cc1	15	4	-3	2.2	7	2	5	0.93	0.85
CC(=O)c1ccc(NC(=O)c2cc(C)no2)cc1	3	-8	1	0.0	13	-2	1	0.87	0.97
Cn1c(=O)oc2cc(S(=O)(=O)N3CCC(C(=O)NCC4COc5ccccc5O4)CC3)ccc21 (stereo unspecified)	-9	-5	0	-0.3	14	-2	0	0.86	1.1
CN(Cc1ccccc1)C(=O)CN1C(=O)NC(C)(c2ccc(C(C)(C)C)cc2)C1=O (stereo unspecified)	-4	-3	0	-1.1	6	-3	-2	0.94	1
O=C(CSCc1ccccc1)N1CCN(c2ccc(F)cc2)CC1	3	-1	-1	-0.2	-24	-1	0	1.2	0.97
COCCCNC(=O)C[C@H]1C[C@H](C(=O)N(C(C)C)C(C)C)[C@@]2(C)c3[nH]c4ccc(Cl)cc4c3CCN2C1=O	-16	1	.	0.0	.	4	-3	.	1.2
CN(C)CCCOC(=O)c1ccccc1Cl	-1	-4	1	0.2	9	-2	0	0.91	1
CCOC(=O)c1c(NC(=S)Nc2ccccc2)sc2c1CCCCC2	23	-2	-2	9.0	11	1	-1	0.89	0.77
Cc1ccc2[nH]c(O)c(N=NC(=O)c3ccc(NS(=O)(=O)c4cccs4)cc3)c2c1	24	-3	1	0.9	4	4	6	0.96	0.76
O=C(C1CCC1)N1CCc2cc(S(=O)(=O)Nc3ccc4c(c3)OCCO4)ccc21	3	1	1	65*	13	3	-17	0.87	0.97
Cc1cc(C)n(CCC(=O)N/N=C/c2c(O)ccc3ccccc23)n1	33	-6	-6	3.1	-68	-6	-4	1.7	0.67
COc1ccc(C2Nc3ccccc3C(=O)N2c2ccc(C)cc2)cc1Cn1cc([N+](=O)[O-])cn1 (stereo unspecified)	4	-7	-2	0.1	28	3	-2	0.72	0.96
COc1ccc(-c2noc(C3CCCN(C(=O)c4ccc(C)cc4)C3)n2)cc1 (stereo unspecified)	0	-5	0	4.0	4	-1	-1	0.96	1
Cc1ccc2nc(SCC(=O)Nc3ccc(C(N)=O)cc3)[nH]c2c1	-1	-10	0	1.9	-21	1	-2	1.2	1
COc1ccc(C(c2nnnn2C2CCCC2)N2CCN(C(=O)c3ccco3)CC2)cc1OC (stereo unspecified)	-5	2	0	-0.9	2	4	-1	0.98	1
CNC(=O)CN1C(=O)NC2(CCc3ccccc32)C1=O (stereo unspecified)	-8	-2	-1	-0.1	-1	-2	0	1	1.1
Cc1ccc(NC(=O)COc2ccc3c(c2)CCC3)nc1	3	-12	-6	-0.1	6	-2	-1	0.94	0.97
COc1ccccc1N1CCN(C(CNS(=O)(=O)c2ccccc2)c2ccccc2)CC1 (stereo unspecified)	2	-5	-1	-0.3	18	-6	2	0.82	0.98
O=C(N/N=C/c1ccc(OC(=O)c2ccccc2)cc1)c1cccc(O)c1	-4	-2	-6	-0.2	4	1	-3	0.96	1
CC1CC(C)CN(c2cc(=O)n(Cc3ccc(F)cc3)c(=O)[nH]2)C1 (stereo unspecified)	-5	2	-1	-0.5	2	3	-1	0.98	1
O=C(O)CCc1ccc(-c2ccc(Cl)cc2)n1NC(=O)c1ccc(O)cc1	-1	-8	3	-1.6	10	-6	-1	0.9	1
CCCOP(=O)(c1ccc(N(C)C)cc1)C(O)c1c(Cl)cccc1Cl (stereo unspecified)	-2	-11	5	-0.6	6	-3	1	0.94	1
COc1cc(CO)ccc1OCC(=O)Nc1ccc(Br)cc1	5	-1	-2	0.5	2	1	1	0.98	0.95
COc1ccc(N2CCN(CC(=O)Nc3ccccc3SC)CC2)cc1	-4	-8	-2	-0.6	0	-1	3	1	1
CCCOc1ccc(C2NC(=O)CCC2[N+](=O)[O-])cc1 (stereo unspecified)	1	-5	-4	1.1	15	-4	0	0.85	0.99
Cc1ccc2sc(N(CCCN(C)C)C(=O)c3ccc(S(=O)(=O)N(C)Cc4ccccc4)cc3)nc2c1C	10	3	-7	71*	-5	-5	2	1.1	0.9
Cn1c(=O)c(C(=O)NCCc2ccc(Cl)cc2)c(O)c2ccccc21	3	-4	-1	0.1	-16	0	-3	1.2	0.97
O=C(Nc1nnc(COc2ccc(Cl)cc2)s1)C1CCCO1 (stereo unspecified)	12	45*	-1	-0.3	-6	0	-1	1.1	0.88
CCCOc1cccc(C(=O)Nc2cccc3ncccc23)c1	0	-5	1	-0.3	-9	-3	-1	1.1	1

3 compounds picked at random from the list so far:
SMILES	mIAP block	A3G deaminase	MIN6 prolif	MPTP inh	hIAP block	APOBEC3A inh	NR3A LBD binder	hIAP activ	mIAP activ
Cc1ccc2sc(N(CCCN(C)C)C(=O)c3ccc(S(=O)(=O)N(C)Cc4ccccc4)cc3)nc2c1C	10	3	-7	71*	-5	-5	2	1.1	0.9
O=C(Nc1nnc(COc2ccc(Cl)cc2)s1)C1CCCO1 (stereo unspecified)	12	45*	-1	-0.3	-6	0	-1	1.1	0.88
CC1CC(C)CN(c2cc(=O)n(Cc3ccc(F)cc3)c(=O)[nH]2)C1 (stereo unspecified)	-5	2	-1	-0.5	2	3	-1	0.98	1

(more compounds)
SMILES	mIAP block	A3G deaminase	MIN6 prolif	MPTP inh	hIAP block	APOBEC3A inh	NR3A LBD binder	hIAP activ	mIAP activ
O=[N+]([O-])c1ccc(Cl)c(/C=N/NC(=S)Nc2ccccc2)c1	4	-5	-2	-0.5	-2	-1	-6	1	0.95
O=C(CN1CCCCCCC1)N/N=C/c1ccc(F)c(F)c1	5	-1	0	3.5	2	3	-3	0.98	0.95
CC(=O)c1cn(-c2ccc(Cl)cc2)c(=O)[nH]c1=O	6	-7	4	0.5	4	-1	2	0.96	0.94
CN(C)c1ccnc(NCc2ccccc2)c1C#N	6	-12	0	0.5	8	-3	-4	0.92	0.94
COc1ccc(CN2CCC(C(=O)c3ccc(Cl)cc3)CC2)cc1	5	-13	-4	1.4	-22	-5	-2	1.2	0.95
O=C(CCN1C(=O)c2ccccc2C1=O)Nc1ccc(F)cc1	-4	-3	-4	-0.1	1	-4	.	0.99	1
Cc1ccc(NC(=S)N(C)C)cc1C	-14	0	-1	1.4	-7	1	1	1.1	1.1
O=S(Cc1ccc(Cl)cc1)CC(O)(c1ccccc1)c1ccccc1 (stereo unspecified)	2	-5	-2	1.0	8	-1	2	0.92	0.98
COC(=O)Nc1sc2c(c1C(=O)NCc1ccco1)CCCC2	5	-5	-3	-0.7	-8	-2	0	1.1	0.95
Cc1ccc(S(=O)(=O)N(C)CC(=O)N2CCN(Cc3ccc4c(c3)OCO4)CC2)cc1	-1	-5	0	-1.0	5	-2	-1	0.95	1
CC(C)NC(=O)C1CCN(C2CCN(C(=O)C3=CCCC3)CC2)CC1	-7	-5	0	-0.3	-3	-1	-2	1	1.1
CCOc1ccc(NC(=O)Nc2nc3ccc(S(C)(=O)=O)cc3s2)cc1	-4	-9	2	13	-2	-1	30*	1	1
O=C(c1cccs1)N1CCCC(N2CCN(c3ccc(F)cc3)CC2)C1 (stereo unspecified)	-2	14	-2	-0.5	-10	-1	-2	1.1	1
Cn1c(Cl)c(/C=N/OC(=O)C(C)(C)C)c2ccccc21	-13	-10	3	-0.4	-7	-3	-1	1.1	1.1
Cc1ccc(N2C(=O)N(CC(=O)N3CCCc4ccccc43)C(=O)C2C)cc1 (stereo unspecified)	6	-8	-2	-0.6	21	9	1	0.79	0.94
CCc1ccccc1Nc1nc(N)nc(COC(=O)C2CCN(C(=O)c3ccc(F)cc3)CC2)n1	1	-11	1	0.6	19	-2	0	0.81	0.99
O=C(N/N=C1\CCc2ccccc21)c1ccc(O)cc1	10	-1	-3	0.3	-14	5	-5	1.1	0.9
CC(C(=O)Nc1ccccc1)c1ccc(-c2ccccc2)c(F)c1 (stereo unspecified)	-39	-5	-6	86*	-15	-3	2	1.2	1.4
O=C(Nc1ccnn1C1CCN(Cc2ccccc2F)CC1)C1CCCC1	-6	2	-2	-0.5	-32	0	0	1.3	1.1
Cn1c(C(=O)N2CCN(Cc3ccc4c(c3)OCO4)CC2)cc2c(=O)n(C)c3ccccc3c21	-1	-7	4	-2.0	8	-1	-3	0.92	1
CN(Cc1nc(Cc2cccc(F)c2)no1)CC1COCCO1 (stereo unspecified)	-9	-6	-1	-0.5	-15	-6	4	1.2	1.1

Compound activity (PubChem BioAssay)
